p53 reactivator – re-activators of mutant p53; H1299 p53-A138V BP100-luciferase reporter, luminescence, 24 h; Potency, µM (series often up to 92.2 µM), for the others: at the top dose activity change, positive = activation, actives largely listed as activators; 320,000 compounds, 0.063% hits; also: potency is read from the fitted curve at half-maximal effect; % of control where 0% means no effect; nearly all actives have a fitted effect of over 45% in size
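p53-null H1299 cells stably carrying temperature-sensitive p53-A138V and a BP100-luciferase reporter were pinned with compounds (4-point, 1:5 series) and held 24 hrs at 37 deg C. Luminescence was read 10 min after detection reagent.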
Rab9 prom act – Rab9 promoter activation; Potency, µM (titrated, usually from 9.22 µM), without a hit: at the highest dose activation, negative = inhibition, usual class: activators; 320,000 compounds, 2.8% hits; Huh7 Rab9 promoter-luciferase reporter, luminescence, 24 h; also: potency is read from the fitted curve at half-maximal effect; % of control where 0% means no effect; nearly all actives have a fitted effect of over 60% in size
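Rab9 promoter-driven luciferase in stably transfected Huh7 cells; 1500 cells/well rested 2 h, exposed to compound in DMSO for 24 h at 37 °C, 5% CO2. Luminescence read 10 min after adding luciferase reagent at ambient temperature.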
RORgamma inh – blocks mouse ROR gamma transcriptional activity. P51450. Drosophila S2 Gal4-RORgamma UAS-luciferase reporter, 20 h. Potency, µM (top dose mostly 53.6 µM), for the others: at the highest dose activity change, negative = inhibition, actives largely listed as inhibitors. 310,000 compounds, 5.4% hits. AID 2551; also: potency is read from the fitted curve at half-maximal effect; % is scaled to controls: 0 for no effect and ±100 for the full control effect; nearly all actives have a fitted effect of over 60% in size
Target sequence (P51450 whole entry, looked up, the tested form may be a part): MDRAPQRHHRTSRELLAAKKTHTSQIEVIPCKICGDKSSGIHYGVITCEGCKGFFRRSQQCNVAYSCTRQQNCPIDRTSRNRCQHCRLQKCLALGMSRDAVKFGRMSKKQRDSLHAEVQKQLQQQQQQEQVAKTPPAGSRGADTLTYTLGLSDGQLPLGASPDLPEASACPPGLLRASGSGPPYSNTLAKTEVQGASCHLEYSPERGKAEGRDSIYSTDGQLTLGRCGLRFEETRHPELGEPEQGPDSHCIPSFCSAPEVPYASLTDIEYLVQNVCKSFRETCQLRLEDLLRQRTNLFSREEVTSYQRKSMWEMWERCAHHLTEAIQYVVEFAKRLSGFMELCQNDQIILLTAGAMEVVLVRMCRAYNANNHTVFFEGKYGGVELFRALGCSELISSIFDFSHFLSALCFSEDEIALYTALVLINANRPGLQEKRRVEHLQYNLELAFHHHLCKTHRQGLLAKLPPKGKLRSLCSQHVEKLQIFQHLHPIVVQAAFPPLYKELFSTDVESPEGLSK
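Using a luciferase readout, inhibitors were identified by reduced reporter activity in Drosophila cells coexpressing a copper-inducible Gal4–ROR gamma fusion and UAS-driven Photinus luciferase, incubated 20 hr after 700 uM copper sulfate.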
NPC1 prom act – activators of NPC1 promoter | 320,000 compounds, 2.4% hits | Potency, µM (highest dose often 9.22 µM), inactives show at the top dose activation, actives largely listed as activators | Huh7 NPC1 promoter luciferase reporter, 24 h;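 also: potency is read from the fitted curve at half-maximal effect; % of control where 0% means no effect; nearly all actives have a fitted effect of over 60% in size; reporter is driven by a mutant NPC1 promoter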
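Stably transfected Huh7 (NPC1 promoter→luciferase), 1500 cells/well in Opti-MEM + 10% FBS, 2 h settle, then compound 24 h at 37 °C. Luminescence after 10 min with Amplite reagent.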
BRCA1 expr act – BRCA1 expression activation; MCF7-BRCA1-FFLuc reporter, luminescence, 48 h; response scale: scaled: vehicle 0%, 10 µM genistein 100%; Potency, µM (series often up to 46.1 µM), inactives show top-dose activation, most hits filed as activators; 380,000 compounds, 1.1% hits; AID 624202; also: potency is read from the fitted curve at half-maximal effect; nearly all actives have a fitted effect of over 80% in size; some results filed as inactive show a strong effect at the top dose
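Quantitative HTS in MCF7 cells stably reporting BRCA1 expression via firefly luciferase. Compound treatment lasts 48 h at 37 °C in phenol-red free MEM. Activation is expressed relative to genistein at 10 microM and DMSO.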
ELG1 genotox – inducers of genotoxicity in HEK293T ELG1-luciferase cells. HEK293T ELG1-luciferase reporter, luminescence, 16 h. Potency, µM (series often up to 46 µM), without a hit: at the top dose activity change, positive = activation, most hits filed as activators. 330,000 compounds, 1.3% hits; also: potency is read from the fitted curve at half-maximal effect; % of control where 0% means no effect; nearly all actives have a fitted effect of over 60% in size
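Reporter readout depends on ELG1 protein level, which increases with genetic stress. After 16 hr compound exposure at 37 °C, luciferase activity was quantified using ONE-Glo.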
TRPV1 ag – human TRPV1 agonism. activation, % at 8.33 µM. AID 540275. TRPV1-expressing cells, Fluo-8 calcium influx, agonist mode. Q8NER1. 320,000 compounds, 0.19% hits; in the data active = activation above about 80%; inconclusive = between about 30% and that limit; also: 0% is about no effect
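Cells expressing TRPV1 were dye-loaded with Fluo-8 and read kinetically: 10 s baseline, 3 min after compound (agonist portion), then 2 min after EC20 capsaicin (allosteric enhancer portion). Calcium-bound dye fluorescence at 480/520 nm.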
ELG1 DNA repair – blocks ELG1-dependent DNA repair in HEK293T cells | 330,000 compounds, 2.3% hits | Potency, µM (titrated, usually from 46.1 µM), for inactives: at the top dose activity change, negative = inhibition, hits mostly inhibitors | HEK293T ELG1-luciferase reporter, luminescence, 16 h; DNA damage induced by 5-fluorouridine; also: potency is read from the fitted curve at half-maximal effect; % is scaled to controls: 0 for no effect and ±100 for the full control effect; nearly all actives have a fitted effect of over 55% in size
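Step one: seed 2,000 cells per well. Step two: pin-transfer compound or DMSO alongside 5-fluorouridine. Step three: incubate 16 hr, 37 °C, 5% CO2. Step four: add ONE-Glo, wait 30 min, read luminescence.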
Gal4-VP16 FLuc – inhibits Gal4-VP16 luciferase reporter, ROR gamma counter-screen | Potency, µM (doses to about 53.6 µM), without a hit: top-dose activity, negative = inhibition, hits mostly inhibitors | 310,000 compounds, 3.5% hits | Drosophila S2 Gal4-VP16 UAS-luciferase, luminescence, 20 h;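 also: Gal4-VP16 expression switched on by copper sulfate through the metallothionein promoter; potency is read from the fitted curve at half-maximal effect; % is scaled to controls: 0 for no effect and ±100 for the full control effect; nearly all actives have a fitted effect of over 50% in size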
Tb PFK block – T. brucei PFK enzyme inhibition | O15648 | 330,000 compounds, 0.17% hits | Potency, µM (series often up to 57.5 µM), for the others: at the top dose activity, negative = inhibition, most hits filed as inhibitors | T. brucei PFK, ADP-Glo luminescence;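 also: potency is read from the fitted curve at half-maximal effect; 0% = uninhibited 1x PFK enzyme wells and -100% = no-enzyme wells; nearly all actives have a fitted effect of over 60% in size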
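Activity is normalized to no-enzyme wells (full inhibition) and 1.25 nM enzyme wells (no inhibition). Reaction: 0.5 mM F6P, 0.1 mM ATP, 45 min RT, ADP-Glo luminescence; concentration-response curves fitted and classed by quality.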
FLuc counter – counter-screen for miR-21 project: firefly luciferase inhibitors or activators | P08659 | purified FLuc, Km substrates, luminescence inhibition | Potency, µM (titrated, usually from 57.5 µM), inactives show top-dose activity change, negative = inhibition, most hits filed as inhibitors | 360,000 compounds, 6.9% hits | AID 588342;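 also: potency is read from the fitted curve at half-maximal effect; plate controls were vehicle for no effect and reference inhibitor for full effect; nearly all actives have a fitted effect of over 55% in size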
Target sequence (P08659 whole entry, looked up): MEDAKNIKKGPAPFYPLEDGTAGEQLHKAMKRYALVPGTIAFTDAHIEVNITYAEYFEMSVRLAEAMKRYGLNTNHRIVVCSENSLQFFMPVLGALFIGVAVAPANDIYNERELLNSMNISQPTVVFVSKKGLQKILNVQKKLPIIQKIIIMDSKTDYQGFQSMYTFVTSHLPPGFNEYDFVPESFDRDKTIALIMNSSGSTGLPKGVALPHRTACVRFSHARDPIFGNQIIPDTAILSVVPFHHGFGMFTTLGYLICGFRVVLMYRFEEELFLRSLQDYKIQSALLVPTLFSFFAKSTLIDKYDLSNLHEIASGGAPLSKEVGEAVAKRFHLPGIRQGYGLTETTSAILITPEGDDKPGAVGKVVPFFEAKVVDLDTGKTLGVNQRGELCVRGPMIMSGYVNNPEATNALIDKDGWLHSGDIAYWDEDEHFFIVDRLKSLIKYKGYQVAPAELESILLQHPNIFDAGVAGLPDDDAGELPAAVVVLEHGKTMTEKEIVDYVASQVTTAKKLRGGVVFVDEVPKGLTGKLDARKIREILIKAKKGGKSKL
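Purified P. pyralis luciferase (10nM final) with 10uM D-luciferin and 10uM ATP (Km levels) in 50mM Tris acetate pH 7.5, 10mM Mg acetate, 0.01% Tween-20, 0.05% BSA; qHTS 6-point titration, ~60 µM downward; luminescence read.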
* = called active by the depositor; ? = inconclusive; . = no result given; [ ] = another dose, or the depositor's remark. Unless noted, calls follow the shape of the dose curve; as a rule, active = well fitted curve in the direction sought with a large enough effect; inconclusive = small, poorly fitted or top-dose-only effect, or another doubt; inactive = no such curve, though single readings can be large; an effect the other way counts as inactive or inconclusive.

SMILES	p53 reactivator	Rab9 prom act	RORgamma inh	NPC1 prom act	BRCA1 expr act	ELG1 genotox	TRPV1 ag	ELG1 DNA repair	Gal4-VP16 FLuc	Tb PFK block	FLuc counter
CCc1cc(=O)oc2cc(OCc3nn[nH]n3)ccc12	-5%	-2%	0%	1%	-6%	3%	-6	4%	13%	1%	?
CN1C(=O)c2ccc(NC(=O)C3CC3)cc2C1=O	-25%	-1%	34%	0%	1%	7%	-2	5%	1%	6%	-4%
CCNc1nc2c(c(=O)[nH]c(=O)n2C)n1CCCc1ccccc1	12%	2%	3%	1%	-21%	7%	-3	-1%	7%	1%	-2%
COc1ccc(C(=O)Nc2nnc(-c3ccccc3)s2)cc1	?	1.3µM*	-19%	0.79µM*	7.1µM*	18µM*	1	?	5%	0%	-12%
CC(=O)c1cc(C#N)c(N2CCOCC2)nc1C	-2%	2%	-3%	-4%	-22%	3%	-1	14%	-1%	9%	-2%
CC(C)(C)c1ccc(OCC(=O)NNC(=O)c2cccnc2)cc1	0%	1%	10%	-1%	9%	4%	8	-15%	2%	4%	?
CCCCN(CCCC)S(=O)(=O)c1ccc2oc(C(=O)N3CCOCC3)c(C)c2c1	-5%	-1%	-19%	-3%	-35%	3%	-6	-5%	-6%	-4%	-3%
CC(=O)Oc1ccc(/C=N/NS(=O)(=O)c2ccccc2)cc1	6%	-10%	3%	-1%	-3%	-7%	0	-9%	2%[10 µM]	0%	0%
Cc1ccc(S(=O)(=O)N2CCOCC2)cc1NC(=O)CN1C(=O)NC(C)(c2ccc(Cl)cc2Cl)C1=O (stereo not given)	4%	.	.	.	-26%	9%	.	0%	.	-1%	.
O=C(CCCn1c(=O)c2sccc2n(CC(=O)OCc2ccccc2)c1=O)NCc1ccco1	-16%	-4%	?	-4%	2%	-4%	-1	?	-1%	5%	-1%
O=C(COC(=O)/C=C/c1ccco1)Nc1cc(S(=O)(=O)N2CCOCC2)ccc1Cl	2%	.	.	.	5%	0%	.	-6%	.	-30%	.
O=C(/C=C\c1ccccc1)NCC(=O)N/N=C/c1ccc(O)cc1O	14%	-6%	-39%	-13%	-64%	4%[9.26 µM]	-6	-6%	-13%	-2%	?
Cc1cc(NC(=O)CCC(=O)N(C2CC2)C(C(=O)NC(C)(C)C)c2ccccc2Cl)no1 (stereo not given)	-3%	-2%	8%	2%	-11%	5%	3	-3%	-3%	-5%	0%
COc1ccc(CCN2CC(C(=O)NCc3cnn(C(C)C)c3)CCC2=O)cc1 (stereo not given)	-1%	17%	-3%	8%	-6%	-2%	6	3%	7%	-5%	-4%
Cc1ccc(NC(=O)COc2ccccc2CNC(C)(C)CC(C)(C)C)cc1	-14%	-2%	-33%	0%	-81%[inhibitor]	3%	7	-23%	2%	1%	-17%
NCCCC[C@H]1CNC(=S)N1CCCCC1CCCCC1	5%	-14%	23%	0%	-33%	1%	-3	-5%	-22%	9%	2%
Cc1cc(Oc2ccccc2)nc(SCC(=O)Nc2ccc(Cl)cc2Cl)n1	5%	7%	3.5µM*	2%	-19%	-2%	1	-15%	9%	-2%	0%
CCOC(=O)C1CCCN(C(=O)c2sc3nc(C)nc(N4CCOCC4)c3c2C)C1 (stereo not given)	-13%	-1%	0%	-1%	11%	-5%	-2	-11%	4%	-1%	-6%
O=C(Cn1c(=O)oc2ccccc21)NCCc1ccccc1	9%	-4%	-7%	2%	40%	1%	3	9%	-2%	0%	2%
CCCCC(=O)Nc1cc(-c2nc3ncccc3o2)ccc1C	-1%	-10%	-11%	-8%	0%	0%	0	-8%	-10%	-3%	2%
O=C1c2ccccc2C(=O)c2[nH]cnc21	?	16%	11µM*	4%	-44%	-8%	0	?	?	-5%	3%
c1ccc(C2=Nn3c(nnc3-c3cccs3)SC2)cc1	-6%	-3%	-15%	-5%	-25%	0%	20	13%	1%	1%	3%
Cc1cccc(C(C)(C)C)c1OCCN1CCCC1	6%	0%	11%	-2%	-16%	-4%	2	-8%	1%	1%	1%
CCC(C(=O)NCc1ccc(F)cc1)n1nc(C)n2c(cc3occc32)c1=O (stereo not given)	-5%	-2%	-2%	0%	-1%	1%	3	1%	14%	1%	1%
Cc1ccc(-n2nnnc2-c2cnc3ccc(Cl)cc3c2-c2ccccc2)cc1	-2%	1%	8%	-9%	-79%	-3%	.	-4%	-2%	3%	6%

(list continues)
SMILES	p53 reactivator	Rab9 prom act	RORgamma inh	NPC1 prom act	BRCA1 expr act	ELG1 genotox	TRPV1 ag	ELG1 DNA repair	Gal4-VP16 FLuc	Tb PFK block	FLuc counter
CCOC(=O)Cc1c[nH]c2ccccc12	-5%	14%	-6%	1%	-5%	1%	-2	7%	3%	1%	1%
Cc1ccccc1CS(=O)(=O)CCC(=O)O	-2%	3%	-15%	-6%	3%	3%	4	-2%	-7%	3%	-2%
O=C(CCCOc1ccc(Cl)cc1Cl)N1CCCc2ccccc21	20%	-4%	33%	0%	-9%	?	4	?	-2%	2%	?
CCOCCCNc1c2c(nc3cc(-c4ccc(F)cc4)nn13)CCC2	2%	3%	-14%	-1%	-6%	9%	28	-1%	-15%[10 µM]	-4%	-2%
CN(CCc1ccccc1)C1CCCN(S(=O)(=O)c2cccc(F)c2)C1 (stereo not given)	.	4%	12%	-2%	20%	0%	2	0%	20%	0%	3%
CC(C)NC(=O)N(C)C[C@H]1Oc2ccc(NC(=O)Nc3ccccc3)cc2C(=O)N([C@H](C)CO)C[C@@H]1C	2%	.	.	.	3%	2%	.	?	.	-3%	.
Cc1cc(C(=O)CSc2nnc(-c3ccc(F)cc3)o2)c(C)n1CC1CCCO1 (stereo not given)	8%	-8%	-22%	-5%	-27%	-6%	2	?	-11%	-3%	-20%
CC(C)COC(=S)Nc1ccccc1	7%	2%	?	0%	19%	?	25	?	?	-8%	17µM*
O=C(COC(=O)c1ccco1)NCCc1ccc(Cl)cc1	-1%	-4%	.	1%	-4%	0%	27	0%	.	0%	1%
COc1ccc(C2CC(C)=NN2C=O)cc1OC (stereo not given)	-1%	2%	-11%	-7%	0%	2%	-3	13%	-10%	-2%	5%
O=C(NCC1CCCCC1)C1CCN(C(=O)NC2CCCCC2)CC1	-1%	12%	15%	0%	0%	1%	2	10%	7%	2%	0%
CCOC(=O)Nc1ccc(S(=O)(=O)Nc2nc(C)cc(C)n2)cc1	-2%	2%	1%	-2%	0%	0%	-1	0%	2%	-5%	-1%
C/C=C/C=C\C(=O)Nc1cccc(C2=NOC3(C2)C[C@@H](C(N)=O)N(C(=O)/C(C)=C/C)C3)c1 (stereo not given in full)	0%	0%	-13%	13%	-1%	5%	-5	28%	3%	-8%	?
O=C(CN1C(=O)NC2(CCCC2)C1=O)Nc1ccccc1-c1ccccc1	-2%	1%	-14%	2%	0%	4%	4	-5%	-9%	1%	0%
O=C(NNS(=O)(=O)c1ccccc1)c1ccc([N+](=O)[O-])cc1	-28%	4%	1%	-3%	-22%	3%	5	-2%	14%	2%	-1%
COc1ccc(CCC(=O)OCC(=O)NCc2ccccc2)cc1	-1%	-8%	.	1%	-17%	1%	21	?	.	-8%	10%
CC(C)NC(=O)COC(=O)CNC(=O)c1cc(Cl)cc([N+](=O)[O-])c1	-7%	0%	-8%	0%	-1%	-1%	0	?	-1%	-1%	0%
NC(=O)c1nsc(C(=O)N(CC(=O)NCc2ccc(F)cc2)Cc2ccco2)c1N	-1%	-2%	-9%	-1%	-24%	-1%	1	11%	14%	-1%	-1%
C/C(=N\NC(=O)c1nnn(-c2nonc2N)c1CSc1ccccc1)c1ccco1	4%	0%	-13%	-3%	-4%	7%	?	?	0%	3%	1%
COC(=O)CC1COc2ccccc2N1C(=O)/C=C/c1ccccc1 (stereo not given)	15%	0%	-3%	2%	21%	3%	17	?	-1%	0%	-10%
Cc1ccccc1/C=C1\SC(=S)N(/N=C/c2cc([N+](=O)[O-])ccc2O)C1=O	9%	-3%	?	-2%	4%	9%	6	?	?	28%	?
CCOC(=O)C1CCCN(Cc2ccccc2C)C1 (stereo not given)	0%	-1%	-8%	-5%	-11%	-4%	6	15%	-1%	-3%	8%
COC(=O)c1ccc(CSc2nnc(-c3ccccc3)n2C)o1	0%	-3%	7%	-6%	24%	0%	3	9%	-9%	5%	8%
CCOc1cc(CNC(CC)CO)ccc1OCC(=O)Nc1cccc(C(F)(F)F)c1 (stereo not given)	-9%	-2%	31%	-1%	-14%	-4%	17	-10%	2%	1%	0%
N#C/C(=C/c1ccc2c(c1)OCO2)C(=O)Nc1ccc(O)cc1	0%	21%	21%	-7%	9%	?	0	?	-4%	-11%	?
